BLM inh = Bloom syndrome helicase (human) inhibition; P54132; recombinant BLM DNA unwinding, fluorescence dequenching; Potency, µM (highest dose often 56.1 µM), inactives show at the top dose activity change, negative = inhibition, most hits filed as inhibitors; actives 0.2% (n = 350,000); AID 2528;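 further: plate controls were vehicle for no effect and no enzyme for full effect; nearly all actives have a fitted effect of over 35% in size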
POLI inh = inhibitors of human DNA polymerase iota. Potency, µM (doses to about 115 µM), without a hit: at the highest dose activity, negative = inhibition, most hits filed as inhibitors. Pol iota fluorescent replication assay, 10 min. actives 1% (n = 390,000). AID 588590
Target sequence (Q9UNA4 whole entry, looked up): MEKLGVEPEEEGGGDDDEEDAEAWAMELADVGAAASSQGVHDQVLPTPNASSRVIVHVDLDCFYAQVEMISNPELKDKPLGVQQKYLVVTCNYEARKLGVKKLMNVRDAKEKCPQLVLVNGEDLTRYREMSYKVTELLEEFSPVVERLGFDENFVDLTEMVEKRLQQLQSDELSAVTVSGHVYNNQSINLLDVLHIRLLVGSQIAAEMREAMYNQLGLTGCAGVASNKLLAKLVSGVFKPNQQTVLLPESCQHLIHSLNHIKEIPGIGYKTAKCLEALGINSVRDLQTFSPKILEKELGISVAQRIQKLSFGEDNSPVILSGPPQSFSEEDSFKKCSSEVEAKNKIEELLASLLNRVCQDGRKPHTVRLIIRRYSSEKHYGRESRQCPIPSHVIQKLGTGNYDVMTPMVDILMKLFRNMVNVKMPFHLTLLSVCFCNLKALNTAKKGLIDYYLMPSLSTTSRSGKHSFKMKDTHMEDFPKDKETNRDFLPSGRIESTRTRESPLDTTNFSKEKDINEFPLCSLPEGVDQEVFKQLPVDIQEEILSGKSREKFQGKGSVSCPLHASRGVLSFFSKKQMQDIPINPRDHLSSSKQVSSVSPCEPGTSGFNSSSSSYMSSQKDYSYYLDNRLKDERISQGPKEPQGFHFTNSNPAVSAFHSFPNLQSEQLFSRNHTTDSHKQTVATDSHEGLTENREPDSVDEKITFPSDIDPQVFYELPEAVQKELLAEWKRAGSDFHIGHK
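Fluorescent replication assay read twice, at 0 min and 10 min after adding 50 nM (final) substrate. Enzyme (10 nM) and compounds were first incubated 15 min at room temperature; enzyme-free buffer wells were negative controls.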
JMJD2A Tudor inh = JMJD2A Tudor domain (human) inhibition | AlphaScreen JMJD2A-Tudor / H3K4me3 peptide binding | Potency, µM (top dose mostly 114 µM), for inactives: top-dose activity change, negative = inhibition, most hits filed as inhibitors | actives 4.4% (n = 390,000); further: on the % scale 0 is the no-effect control and ±100 the full control effect; nearly all actives have a fitted effect of over 50% in size
BAZ2B block = inhibitors of human BAZ2B bromodomain; AlphaScreen BAZ2B-H3K14Ac peptide displacement; Potency, µM (top dose mostly 114 µM), for the others: top-dose activity change, negative = inhibition, actives largely listed as inhibitors; actives 4.4% (n = 360,000); AID 504333; further: on the % scale 0 is the no-effect control and ±100 the full control effect; nearly all actives have a fitted effect of over 60% in size
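Compounds, titrated to a top concentration of 110 uM, were incubated 30 min at room temperature with preformed BAZ2B/acetyl-K14 H3 peptide complex (50 nM each). Proximity signal was measured by AlphaScreen after 20 min with beads.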
Pol kappa inh = inhibitors of human DNA polymerase kappa | purified Pol kappa, fluorescent DNA synthesis assay, 10 min | actives 0.53% (n = 400,000) | Potency, µM (titrated, usually from 107 µM), without a hit: at the highest dose activity, negative = inhibition, hits mostly inhibitors | Q9UBT6; further: on the % scale 0 is the no-effect control and ±100 the full control effect
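Fluorescent qHTS in 1536-well format: enzyme (10 nM) and compound sat 15 min at room temperature before 50 nM substrate (final) was added. Signal taken at 0 and 10 min; no-enzyme buffer wells were negative controls.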
G9a inh = blocks human histone lysine methyltransferase G9a | Q96KQ7 | G9a H3K9 monomethylation, AlphaScreen, 2 h | Potency, µM (titrated, usually from 102 µM), for inactives: at the top dose activity, negative = inhibition, hits mostly inhibitors | actives 8.8% (n = 350,000) | AID 504332; further: on the % scale 0 is the no-effect control and ±100 the full control effect; nearly all actives have a fitted effect of over 75% in size
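G9a (20 nM) preincubated 15 min RT with compounds, then 500 nM biotinylated H3K9 peptide and 20 uM SAM added; 2 h RT reaction. Monomethyl-H3K9 product detected by AlphaScreen with anti-H3K9me1 antibody, streptavidin donor and anti-rabbit IgG acceptor beads.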
Pol eta inh = DNA polymerase eta (human) inhibition. Potency, µM (top dose mostly 114 µM), for inactives: top-dose activity change, negative = inhibition, actives largely listed as inhibitors. recombinant Pol eta, fluorescent DNA replication assay. AID 588591. actives 1.2% (n = 390,000); further: on the % scale 0 is the no-effect control and ±100 the full control effect
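Fluorescent replication assay: 50 nM final substrate added after a 15 min room-temperature compound preincubation with 10 nM enzyme. Signal taken at 0 min and again at 10 min.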
POLB inh = DNA polymerase beta (human) inhibition. Pol beta primer extension/strand displacement, fluorescence kinetic. P06746. Potency, µM (doses to about 114 µM), without a hit: at the highest dose activity change, negative = inhibition, most hits filed as inhibitors. actives 1.3% (n = 340,000); further: on the % scale 0 is the no-effect control and ±100 the full control effect
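Preincubation: enzyme (10 nM) with compound, 15 min, RT. Reaction: substrate added to 50 nM final. Reads: 0 and 10 min. Analysis: normalized, Hill fit.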
APE1 inh = blocks human APE1 abasic DNA cleavage | P27695 | recombinant APE1, TAMRA/BHQ-2 abasic DNA cleavage fluorescence | Potency, µM (titrated, usually from 65.8 µM), without a hit: at the highest dose activity change, negative = inhibition, most hits filed as inhibitors | actives 0.35% (n = 350,000) | AID 2517;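 further: plate controls were vehicle for no effect and reference inhibitor for full effect; nearly all actives have a fitted effect of over 55% in size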
Target sequence (P27695 whole entry, looked up): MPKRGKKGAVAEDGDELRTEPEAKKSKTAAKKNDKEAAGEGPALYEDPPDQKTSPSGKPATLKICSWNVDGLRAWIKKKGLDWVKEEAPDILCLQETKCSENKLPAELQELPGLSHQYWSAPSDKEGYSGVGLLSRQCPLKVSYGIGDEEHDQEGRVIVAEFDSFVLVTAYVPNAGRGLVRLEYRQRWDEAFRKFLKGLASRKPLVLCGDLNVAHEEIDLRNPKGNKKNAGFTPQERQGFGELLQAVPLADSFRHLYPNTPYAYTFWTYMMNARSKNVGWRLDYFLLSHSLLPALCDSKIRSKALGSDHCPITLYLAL
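Quantitative HTS: incision of a TAMRA/BHQ-2 double-stranded substrate bearing a tetrahydrofuran abasic site by 0.75 nM APE1 raises fluorescence. Substrate 50 nM final, added after 15 min compound preincubation at room temperature; progress as third-minus-first kinetic read difference.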
* hit, by the source's call; ? = inconclusive; . = not tested or not shown; & = joins results of further samples; [ ] = dose if it differs, or a comment. The call rests on the fitted dose curve; in most records, active means well fitted curve in the direction sought with a large enough effect; inconclusive means small, poorly fitted or top-dose-only effect, or another doubt; inactive means no such curve, though single readings can be large; an effect the other way counts as inactive or inconclusive. Potency means the concentration at half of the fitted maximal effect.

SMILES	BLM inh	POLI inh	JMJD2A Tudor inh	BAZ2B block	Pol kappa inh	G9a inh	Pol eta inh	POLB inh	APE1 inh
O=C(NCC(c1ccco1)N1CCCC1)c1cn(-c2ccccc2)nc1-c1ccc(F)cc1 (stereo not given)	.	0%	-10%	-24%	-1%	?	-21%	.	34%
O=C(NC1CCCC1)c1ccc2nc(-c3ccco3)c(-c3ccco3)nc2c1	?	?	28µM*	?	22µM*	5µM*	3.5µM*	50µM*	?
CCCS(=O)(=O)N1CCc2cc(OC)c(OC)cc2C1	1%	37%[activator]	-8%	6%	-10%	?	-10%	3%	-6%
CN(C)CCCNc1oc(-c2ccccc2)nc1C#N	1%	-3%	-33%	-25%	-8%	?	-4%	12%	2%
Cc1c(OC(C)C(=O)NCCN2CCOCC2)ccc2c3c(c(=O)oc12)CCCC3 (stereo not given)	3%	27%	-10%	-8%	3%	-4%	-8%	21%	32%[activator]
Cc1cc2ncc(C(=O)Nc3ccsc3C(=O)O)c(C)n2n1	-4%	66%[activator]	-18%	-8%	-3%	-24%	0%	1%	1%
COc1ccccc1C(=O)Nc1ccc(S(=O)(=O)Nc2cnc3ccccc3n2)cc1	2%	19%	-3%	0%	1%	-17%	-19%	0%	51%[activator]
CCOc1ccc(C(C(=O)NCC2CCCO2)N(C(=O)c2snc(C(N)=O)c2N)c2ccc3c(c2)OCCO3)cc1 (stereo not given)	-4%	19%	-29%	-22%	-12%	5%[59 µM]	-21%	18%	13%[12.4 µM]
O=C(Cc1ccccc1)N/N=C/c1ccc(S(=O)(=O)O)o1	-1%	?	-21%	2%	-7%	.	18%	18%	7%
CC(C)(C)c1cc(C(=O)N2CCc3ccccc32)ccn1	0%	13%	0%	6%	-12%	16%	-8%	1%	3%
CCOC(=O)c1ccc2ncc(C(=O)OCC)c(NCc3ccco3)c2c1	-4%	?	-18%	-24%	-17%	?	?	-1%	2%
Cc1ccc(NC(=S)N2CCCCCC2)c(C)c1	-4%	-3%	-9%	-7%	-9%	.	-4%	20%	8%
CC(NC(=S)NCCc1ccccc1)C(c1cccs1)N1CCN(C)CC1 (stereo not given)	-11%	20%	-18%	-11%	5%	-14%	-24%	3%	17%
C[C@H]1C[C@@H]2[C@H]([C@@H](O)C[C@@]3(C)[C@H]2CC[C@]3(O)C(=O)CO)[C@@]2(C)C=CC(=O)C=C12	-2%	-5%	-13%	15%	-10%	27%[59 µM]	0%	6%	8%
COc1ccc(C2C(C(=O)Nc3ccccc3)=C(C)Nc3nc(-c4ccccc4)nn32)cc1OC (stereo not given)	-10%	?	-17%	-24%	-4%	-1%[59 µM]	-18%	?	.
O=C(NCc1ccccc1)c1ccc(Cn2cc(C(F)(F)F)ccc2=O)cc1	0%	22%	-6%	-36%	-22%	89%[activator][59 µM]	-10%	13%	-2%
O=C1CC(c2ccc(Cl)cc2)N=C(NC(=O)c2ccccc2)N1 (stereo not given)	0%	-18%	-22%	-1%	-16%[60.1 µM]	5%[59 µM]	0%	-5%	.
Cn1c(=O)c2c(nc(N3CCc4ccccc4C3)n2Cc2ccccc2F)n(C)c1=O	1%	20%	2%	0%	7%	-17%[59 µM]	-8%	8%	-4%
COc1cc2c3c(c1OC)C1(C=CC(=O)C=C1)CC3N(C(=O)CCC(=O)O)CC2 (stereo not given)	-3%	2%	-21%	?	-39%	.	1%	-4%	-4%
O=C(COc1ccccc1)N1CCN=C1SCc1ccc(F)cc1	-4%	23%	29%	19%	-5%	65%[activator]	-12%	2%	-2%
O=C(NCCSCc1c(F)cccc1Cl)C1CCN(S(=O)(=O)Cc2ccccc2)CC1	-3%	11%	-12%	-4%	-5%	-30%[59 µM]	-1%	-17%	.
Nc1ccc(N2CCCC2)c(S(=O)(=O)Nc2cccc(C(F)(F)F)c2)c1	.	77%[activator]	45µM*	.	-11%	.	-2%	.	-13%
COC(=O)C1=C(COc2ccccc2)NC(=O)NC1c1ccc(Br)cc1 (stereo not given)	1%	?	-9%	1%	10%	-5%	-5%	-7%	?
COc1cc(NC(=O)CN2c3ccccc3CC2C)cc(OC)c1OC (stereo not given)	-5%	7%	-23%	-13%	-6%	1%[12.7 µM]	-13%	30%	6%
CC(C)CCn1c(=O)c(C(=O)N/N=C/c2cccc(F)c2)c(O)c2ccccc21	1%	10%	3%	0%	-5%	7%[59 µM]	-9%	4%	14%
Cc1ccc(S(=O)(=O)Nc2cccc(-n3cnnn3)c2)cc1	-6%	20%	3%	-4%	-5%	7%	-19%	43%	17%
CCOC(=O)C(=CNCC(=O)O)C(=O)OCC	-1%	-6%	-15%	7%	-6%	-30%	3%	2%	-2%
O=C(CSc1nnc(C2CC2)n1Cc1ccccc1)c1ccc(S(=O)(=O)N2CCOCC2)cc1	-1%	10%	-35%	1%	-8%	3.2µM*	2%	-28%	0%
CCC(C)NC(=O)c1ccc2c(c1)N(Cc1ccccc1F)C(=O)c1ccccc1S2=O (stereo not given)	-5%	27%	-11%	-15%	-16%	-3%[59 µM]	-25%	-18%	.
COC(=O)C1NC(=O)N2C(C(=O)OC)C(C)(C)S[C@H]12 (stereo not given in full)	.	28%&36%	-9%	.	-6%&13%	.	-23%	.	.
COc1ccc(NC(=O)c2cc(-c3ccc4c(c3)OCO4)on2)c(OC)c1	-3%	-26%	-11%	0%	-29%	-2%[59 µM]	-5%	-1%	.
CCCc1nnc(NC(=O)Cc2coc3ccc(C(C)C)cc23)s1	-3%	2%	-9%	-2%	-2%	-3%[59 µM]	-11%	20%	.
CCCOc1ccc(-c2nnc(-c3ccco3)o2)cc1	-1%	11%	-2%	-31%	-24%	14%[59 µM]	-6%	0%	-2%
CN1CCN(c2nc(N3CCN(c4ccccc4)CC3)ncc2F)CC1	2%	31%[activator]	?	?	-2%[60.1 µM]	-22%[2.33 µM]	-8%	17%	14%
COc1ccc(C(=O)N/N=C2\SCC(=O)N2Cc2ccc3c(c2)OCO3)c(OC)c1	-4%	?	-25%	-6%	-10%	-2%[59 µM]	-1%	?	0%
CC(=O)CSc1nc(-c2cccs2)c(C#N)c(=O)[nH]1	2%	-11%	-31%	-12%	-8%	.	-8%	16%	-1%
CCOC(=O)c1c(NC(=O)c2ccc(N3C(=O)[C@@H]4[C@H](C3=O)[C@H]3C=C[C@@H]4C3)cc2)sc2c1CCCC2	-10%	22%	-3%	12%	-14%	36%[activator][59 µM]	-20%	1%	1%
O=C(NC1CCS(=O)(=O)C1)/C(=C/c1ccco1)NC(=O)c1ccccc1 (stereo not given)	0%	2%	-10%	-18%	-25%	.	-7%	-5%	2%
CCN1C/C(=C/c2ccc(OC)c(O)c2)C(=O)/C(=C/c2ccc(OC)c(O)c2)C1	0%	-5%	-20%	.	7%	?	-9%	-2%	-5%
O=C(C1CCCN1S(=O)(=O)c1cccc2nsnc12)N1CCN(c2ccccc2)CC1 (stereo not given)	-1%	27%	3%	-23%	2%	2%	-15%	-17%	33%
COc1cccc(OCc2cc(C(=O)NCc3ccccn3)no2)c1	-1%	49%[activator]	-16%	-10%	4%	20%	-18%	14%	27%
COc1c(C)cc(S(=O)(=O)NCc2ccccn2)c(C)c1C	-1%	99%[activator]	25µM*	4%	2%	-14%[0.501 µM]	-10%	14%	16%
Cc1ccc(O)c(-c2cc(-c3ccc(F)cc3)no2)c1	-3%	16%	-7%	-5%	-8%	13%	-7%	24%	38%
Cc1ccc(S(=O)(=O)NC(CC(C)C)C(=O)N2CCCC2)cc1 (stereo not given)	0%	32%[activator]	-22%	2%	-19%	37%	-18%	5%	30%
O=C(NCCc1ccccn1)c1cc(-c2cccc3ccccc23)nc2ccccc12	2%	?	-9%	-4%	-3%[60.1 µM]	11%	-5%	2%	-3%
CCCCC(=O)Nc1ccc(NC(=O)c2ccccc2[N+](=O)[O-])cc1OC	-4%	20%	-24%	-17%	-16%	4%[59 µM]	0%	7%	-1%
CCC1CCCCN1C(=O)c1sc2nc(C)nc(N(CC)CC)c2c1C (stereo not given)	-5%	-15%	-13%	-14%	5%	-4%	-13%	2%	1%
O=C1c2ccccc2C(=O)N1CCCCCc1nc(-c2ccccc2)no1	-9%	12%	84%[activator]	101%[activator]	-7%	78%[activator][59 µM]	-5%	-29%	-1%
CCCc1cc2c(cc1N(C)S(=O)(=O)c1ccccc1)OCO2	.	4%	35%	.	-21%	.	-7%	.	.
COc1ccc(Cc2noc(CN(C)CC3(N4CCOCC4)CCCCC3)n2)cc1OC	-2%	-29%	-6%	-18%	-1%	0%[59 µM]	-14%	1%	7%
C=C1N(CCCCCC(=O)O)C(=O)OC12CCCCC2	-1%	25%	-15%	-1%	-19%	2%[59 µM]	-3%	18%	0%
Cc1cc(C)n2nc3ccccc3c2n1	-3%	17%	-6%	0%	-4%	-40%[59 µM]	-2%	11%	9%
COc1ccc(C(=O)NCCc2cc3c(OC)ccc(OC)c3[nH]c2=O)cc1OC	0%	66%	-6%	.	-4%	-11%	-10%	-1%	?
Cc1ccc(S(=O)(=O)CCC(=O)OCC(=O)N2CCN(S(=O)(=O)c3ccccc3)CC2)cc1	.	18%	-16%	8%	-9%	50µM*	-6%	.	28%
O=C(Nc1ccc(N2CCN(Cc3ccccc3Cl)CC2)cc1)c1cccnc1	-4%	-11%	-21%	7%	1%	?	-8%	-1%	-1%
C/C(=N/NC(=O)c1cccs1)c1ccc(NC(=O)COc2ccc(Cl)cc2Cl)cc1	-4%	3%	-7%	2%[57.1 µM]	0%	17%[12.7 µM]	2%	8%	12%

A portion of the library; rates above refer to the full screens.
